# Compound activity (PubChem)
# Mtb BioA inh – M. tuberculosis BioA enzyme inhibitors, primary screen, biochemical, plate reader, single point, HTS | 7,8-diaminopelargonic acid synthase BioA (Mycobacterium tuberculosis) | purified M. tuberculosis BioA enzyme | inhibition, % at 9.99 µM | 360,000 compounds, 0.096% hits; in the data active means inhibition above about 40%
# An asterisk follows results filed as active. The list is partial; count on the stated rates, not on these rows.
structure | Mtb BioA inh
COc1ccc(-c2ccc3c(c2)O[C@@H](CN(C)C)[C@H](C)CN([C@@H](C)CO)S3(=O)=O)cc1 | -0.4
CCC(=O)Nc1ccc2c(c1)C(=O)N(C)[C@H]1CC[C@H](CC(=O)Nc3ccc(OC)cc3)O[C@@H]1CO2 | -1.5
C[C@H](CO)N1C[C@H](C)[C@H](CN(C)C)Oc2ccc(NC(=O)C3CCCCC3)cc2CC1=O | -0.6
CO[C@H]1CN(C)C(=O)c2cc(NC(=O)c3cnccn3)ccc2OC[C@H](C)N(C(=O)C2CC2)C[C@@H]1C | 3.8
CNC[C@H]1OCc2ccccc2-c2c(n(C)c3ccccc23)C(=O)N([C@H](C)CO)C[C@H]1C | -0.1
Cc1ccc(S(=O)(=O)N[C@H]2C=C[C@H](CC(=O)NCCCN(C)C)O[C@H]2CO)cc1 | 2.1
C[C@H](CO)N1C[C@H](C)[C@H](CN(C)Cc2ccncc2)OCCCC[C@H](C)Oc2ccc(NC(=O)Cc3ccccc3)cc2C1=O | 1.5
C[C@@H]1CN([C@H](C)CO)C(=O)c2cc(NC(=O)Nc3ccccc3)ccc2O[C@@H](C)CCCCO[C@H]1CN(C)S(=O)(=O)c1ccc(Cl)cc1 | -1.8
COCC#Cc1ccc2c(c1)O[C@@H](CN(C)S(=O)(=O)c1cccc(OC)c1)[C@@H](C)CN([C@@H](C)CO)S2(=O)=O | -2.2
COc1ccc(NC(=O)N(C)C[C@@H]2OCCCC[C@H](C)Oc3ccc(NC(=O)Nc4ccc(F)cc4)cc3C(=O)N([C@H](C)CO)C[C@@H]2C)cc1 | -0.5
C[C@@H]1CN([C@@H](C)CO)C(=O)c2cccc(NC(=O)c3cnccn3)c2O[C@H]1CN(C)C(=O)Nc1ccccc1 | 0.5
Cc1ccc(S(=O)(=O)Nc2ccc3c(c2)C(=O)N([C@@H](C)CO)C[C@H](C)[C@H](CN(C)S(=O)(=O)c2cccs2)O3)cc1 | 1.3
COCC(=O)Nc1ccc2c(c1)C(=O)N(C)C[C@H](OC)[C@H](C)CN(C)[C@@H](C)CO2 | -1.8
O=C(c1ccc(F)cc1)N1CCCCN2[C@H](C1)[C@@H](c1ccc(-c3ccc(F)cc3)cc1)[C@@H]2CO | 2.7
C[C@H](CO)N1C[C@H](C)[C@@H](CN(C)Cc2ccc(Cl)c(Cl)c2)Oc2ccc(NC(=O)Cc3cn(C)c4ccccc34)cc2CC1=O | -6.9
C[C@@H]1CN([C@@H](C)CO)C(=O)c2cc(NS(=O)(=O)c3cn(C)cn3)ccc2O[C@@H]1CN(C)C(=O)NC1CCCCC1 | -1.0
Cc1ccc(S(=O)(=O)N(C)C[C@@H]2Oc3cc(C#Cc4ccccc4)ccc3S(=O)(=O)N([C@H](C)CO)C[C@@H]2C)cc1 | -1.9
C[C@@H]1CN([C@H](C)CO)C(=O)c2cc(-c3ccccc3F)cnc2O[C@H]1CN(C)C(=O)C1CCC1 | 7.1
Cc1noc(C)c1S(=O)(=O)Nc1ccc2c(c1)C(=O)N([C@H](C)CO)C[C@H](C)[C@H](CN(C)C(=O)CCC(F)(F)F)OCCCC[C@H](C)O2 | -0.4
O=C(C1CC1)N1CCCCN2[C@H](C1)[C@H](c1ccc(C#CC3CCCC3)cc1)[C@@H]2CO | -2.9
C[C@@H]1CN([C@H](C)CO)S(=O)(=O)c2ccc(C3=CCCCC3)cc2O[C@H]1CN(C)S(=O)(=O)c1cn(C)cn1 | 0.4
CCCNC(=O)C[C@@H]1CC[C@@H]2[C@H](COc3ccc(NC(=O)C4CCOCC4)cc3C(=O)N2C)O1 | -0.6
C[C@@H]1CN([C@@H](C)CO)S(=O)(=O)c2ccc(C3=CCCCC3)cc2O[C@H]1CN(C)C(=O)c1ccccc1 | -0.7
COCC(=O)Nc1ccc2c(c1)C(=O)N(C)C[C@H](OC)[C@@H](C)CN(CCc1ccccc1)[C@H](C)CO2 | 0.4
COc1ccc(NC(=O)N(C)C[C@@H]2Oc3c(NC(=O)c4ccncc4)cccc3C(=O)N([C@H](C)CO)C[C@@H]2C)cc1 | -0.8
CC(C)C#Cc1cnc2c(c1)C(=O)N([C@H](C)CO)C[C@H](C)[C@H](CN(C)C(=O)c1cccnc1)O2 | -3.0
CCCNC(=O)N1C[C@H](C)[C@@H](OC)CN(C)C(=O)c2ccc(NC(=O)CCC)cc2OC[C@H]1C | -0.3
CCC(=O)N1[C@@H]2Cn3c(ccc(-c4ccc(F)cc4)c3=O)[C@H]1[C@@H](C(=O)OC)[C@@H]2CO | 0.1
CCc1cnc(N2[C@H](CO)[C@@H](c3ccc(C4=CCCC4)cc3)[C@@H]2C#N)s1 | -2.3
N#C[C@@H]1N[C@@H](CO)[C@@H]1c1ccc(C2=CCCCC2)cc1 | -2.5
OC[C@H]1Nc2ccc(-c3ccc(F)cc3)cc2[C@@H]2[C@H]1CCN2Cc1ccc(F)cc1 | 31
COc1ccc(S(=O)(=O)N(C)C[C@@H]2Oc3c(NC(=O)C4CCCCC4)cccc3C(=O)N([C@@H](C)CO)C[C@H]2C)cc1 | -1.7
CCC(=O)N1[C@@H](CO)[C@H](c2ccc(-c3cccnc3)cc2)[C@@H]1CN(CC)C(C)=O | -0.1
O=C(c1ccc2c(c1)OCO2)N1C[C@H]2[C@@H](c3ccccc31)[C@@H](CO)N2Cc1ccc2c(c1)OCO2 | -3.5
COCCNC(=O)C[C@H]1CC[C@@H]2[C@@H](COc3ccc(NC(=O)Nc4cccc(F)c4)cc3C(=O)N2C)O1 | 55*
C[C@@H]1CCCCO[C@@H](CN(C)C(=O)c2ccccc2)[C@H](C)CN([C@@H](C)CO)C(=O)c2cc(NS(=O)(=O)c3cccs3)ccc2O1 | 0.0
COc1cccc(C(=O)Nc2ccc3c(c2)C(=O)N(C)C[C@H](OC)[C@@H](C)CN(CC2CC2)[C@H](C)CO3)c1 | 5.3
C[C@@H]1CCCCO[C@H](CN(C)C(=O)C2CCCCC2)[C@@H](C)CN([C@H](C)CO)C(=O)c2cc(NC(=O)NC3CCCCC3)ccc2O1 | -1.5
C[C@@H](NC(=O)C[C@H]1CC[C@@H](NC(=O)C2CCC2)[C@@H](CO)O1)c1ccccc1 | -2.3
CN(C)CCCNC(=O)[C@@H]1[C@@H](CO)[C@@H]2Cn3c(ccc(-c4ccccc4)c3=O)[C@H]1N2C | 1.0

# A second format for part of the listing above.
O=C(c1ccc2c(c1)OCO2)N1C[C@H]2[C@@H](c3ccccc31)[C@@H](CO)N2Cc1ccc2c(c1)OCO2
  Mtb BioA inh: -3.5
C[C@@H](NC(=O)C[C@H]1CC[C@@H](NC(=O)C2CCC2)[C@@H](CO)O1)c1ccccc1
  Mtb BioA inh: -2.3

# More structures
structure | Mtb BioA inh
COc1ccc(S(=O)(=O)N(C)C[C@H]2OCc3cn(nn3)CCCC(=O)N([C@@H](C)CO)C[C@H]2C)cc1 | -0.5
O=C(NCC[C@H]1CC[C@H](NS(=O)(=O)c2ccc(F)cc2)[C@H](CO)O1)c1ccc2c(c1)OCO2 | -3.4
COCCNC(=O)C[C@H]1C[C@@H]2c3cc(NC(=O)COC)ccc3O[C@@H]2[C@H](CO)O1 | -0.3
Cc1noc(C)c1NC(=O)N(C)C[C@@H]1Oc2ccc(NS(=O)(=O)c3c(C)noc3C)cc2CC(=O)N([C@H](C)CO)C[C@@H]1C | 3.8
O=S(=O)(c1cccs1)N1CCCCN2[C@H](C1)[C@H](c1ccc(C3=CCCC3)cc1)[C@@H]2CO | -2.7
CN1C(=O)c2cc(NC(=O)C3CCOCC3)ccc2OC[C@@H]2O[C@H](CC(=O)NCc3ccc4c(c3)OCO4)CC[C@@H]21 | 0.7
CCCC(=O)Nc1ccc2c(c1)C(=O)N(C)C[C@@H](OC)[C@@H](C)CN(C(=O)CN(C)C)[C@H](C)CO2 | 1.0
C[C@H]1CN([C@@H](C)CO)S(=O)(=O)c2ccc(C#Cc3ccncc3)cc2O[C@H]1CN(C)S(=O)(=O)c1ccccc1 | 4.4

# For convenience, part of the list above:
structure | Mtb BioA inh
CN(C)CCCNC(=O)[C@@H]1[C@@H](CO)[C@@H]2Cn3c(ccc(-c4ccccc4)c3=O)[C@H]1N2C | 1.0
COc1ccc(S(=O)(=O)N(C)C[C@H]2OCc3cn(nn3)CCCC(=O)N([C@@H](C)CO)C[C@H]2C)cc1 | -0.5
O=C(NCC[C@H]1CC[C@H](NS(=O)(=O)c2ccc(F)cc2)[C@H](CO)O1)c1ccc2c(c1)OCO2 | -3.4
COCCNC(=O)C[C@H]1C[C@@H]2c3cc(NC(=O)COC)ccc3O[C@@H]2[C@H](CO)O1 | -0.3
Cc1noc(C)c1NC(=O)N(C)C[C@@H]1Oc2ccc(NS(=O)(=O)c3c(C)noc3C)cc2CC(=O)N([C@H](C)CO)C[C@@H]1C | 3.8
O=S(=O)(c1cccs1)N1CCCCN2[C@H](C1)[C@H](c1ccc(C3=CCCC3)cc1)[C@@H]2CO | -2.7

# Other results
structure | Mtb BioA inh
CN1C(=O)c2cc(NC(=O)C3CC3)ccc2OC[C@@H]2O[C@H](CC(=O)NCC3CCCCC3)CC[C@H]21 | 27
N#C[C@H]1[C@H](c2ccccc2)[C@H](CO)N1S(=O)(=O)c1ccc(-c2ccccc2)cc1 | -0.9
Cc1noc(C)c1NC(=O)N(C)C[C@H]1Oc2cc(C#CCC3CCCC3)ccc2S(=O)(=O)N([C@@H](C)CO)C[C@H]1C | 0.6
Cc1ccc(-c2ccc3c(c2)O[C@H](CN(C)C(=O)C2CCC2)[C@@H](C)CN([C@H](C)CO)S3(=O)=O)cc1 | 1.4
CN(C)C(=O)[C@H]1[C@H](CO)[C@H]2Cn3c(ccc(-c4ccccc4)c3=O)[C@H]2N1C(=O)c1ccccn1 | -1.9
CCCC(=O)Nc1ccc2c(c1)OC[C@@H](C)N(C(=O)Cc1cccnc1)C[C@@H](C)[C@H](OC)CN(C)C2=O | 0.8
Cc1noc(C)c1NC(=O)N(C)C[C@@H]1Oc2ccc(NC(=O)Nc3ccc4c(c3)OCO4)cc2C(=O)N([C@@H](C)CO)C[C@H]1C | -2.1
COc1ccccc1CNC(=O)C[C@H]1C[C@@H]2c3cc(NS(=O)(=O)c4ccc(F)cc4)ccc3O[C@@H]2[C@H](CO)O1 | -4.0
Cc1ccc(-c2ccc3c(c2)O[C@@H](CN(C)C(=O)Nc2ccc(F)cc2)[C@@H](C)CN([C@@H](C)CO)S3(=O)=O)cc1 | -0.9
C[C@@H]1CN([C@@H](C)CO)C(=O)c2cc(C#C[C@@H](C)O)cnc2O[C@H]1CN(C)C(=O)CN(C)C | -1.1
CCCN1C[C@H](C)[C@H](OC)CN(C)C(=O)c2cc(NC(=O)COC)ccc2OC[C@H]1C | -2.0
Cc1noc(C)c1NC(=O)N(C)C[C@H]1Oc2ccc(NC(=O)c3ccncc3)cc2CC(=O)N([C@@H](C)CO)C[C@@H]1C | 0.6
CCNC(=O)C[C@@H]1CC[C@H]2[C@H](COc3ccc(NC(=O)c4cc(C)on4)cc3C(=O)N2C)O1 | 0.7
CCC(=O)N1[C@H](CN(CC)C(=O)c2ccccc2)[C@H](c2ccccc2)[C@@H]1CO | -4.3
C[C@H](CO)N1C[C@H](C)[C@H](CN(C)C(=O)NC2CCCCC2)Oc2ccc(NS(=O)(=O)c3ccc(F)cc3)cc2CC1=O | -1.8
CCNC(=O)C[C@@H]1CC[C@@H]2[C@H](COc3ccc(NC(=O)Cc4ccccc4)cc3C(=O)N2C)O1 | -2.2
C[C@@H]1CCCCO[C@H](CN(C)C(=O)Cc2ccccc2)[C@@H](C)CN([C@H](C)CO)C(=O)c2cc(NC(=O)C3CCCCC3)ccc2O1 | -2.1
COCC(=O)N(C)C[C@H]1Oc2ncc(C#Cc3ccccc3OC)cc2C(=O)N([C@@H](C)CO)C[C@H]1C | 0.4
O=C(c1ccncc1)N1CC[C@H]2[C@H](CO)Nc3ccc(-c4ccccc4)cc3[C@H]21 | 1.8
COCC#Cc1ccc([C@@H]2[C@@H](CO)N3CCCCN(S(=O)(=O)c4ccccc4F)C[C@@H]23)cc1 | -2.3
Cc1noc(C)c1NC(=O)N(C)C[C@H]1Oc2ncc(C#CCN(C)C)cc2C(=O)N([C@H](C)CO)C[C@H]1C | -0.9
C[C@@H]1CCCCO[C@H](CN(C)C(=O)Nc2ccc3c(c2)OCO3)[C@H](C)CN([C@@H](C)CO)C(=O)c2cc(NC(=O)Cc3ccccc3)ccc2O1 | -2.6
CO[C@H]1CN(C)C(=O)c2ccc(NC(=O)C3CCCC3)cc2OC[C@@H](C)N(S(C)(=O)=O)C[C@@H]1C | -2.8
COCC#Cc1ccc2c(c1)O[C@H](CN(C)C(=O)C1CCCCC1)[C@@H](C)CN([C@@H](C)CO)S2(=O)=O | 1.3
COCC(=O)Nc1ccc2c(c1)C(=O)N(C)[C@H]1CC[C@H](CC(=O)NCc3ccccc3Cl)O[C@@H]1CO2 | -2.4
C[C@@H]1CCCCO[C@@H](CN(C)C(=O)Nc2cccc3ccccc23)[C@@H](C)CN([C@H](C)CO)C(=O)c2cc(NS(=O)(=O)c3ccccc3)ccc2O1 | 2.4
CO[C@H]1CN(C)C(=O)c2ccc(NS(C)(=O)=O)cc2OC[C@@H](C)N(S(C)(=O)=O)C[C@@H]1C | -2.4
COc1cccc(NC(=O)N[C@@H]2CC[C@H](CC(=O)N3CCN(C)CC3)O[C@@H]2CO)c1 | 0.2
Cc1noc(C)c1NC(=O)N(C)C[C@@H]1OCCCC[C@@H](C)Oc2ccc(NC(=O)c3ccncc3)cc2C(=O)N([C@H](C)CO)C[C@H]1C | -1.4
C[C@@H]1CN([C@H](C)CO)C(=O)c2cccc(NC(=O)C3CCCCC3)c2O[C@@H]1CN(C)CC1CC1 | -0.2
C[C@H]1CN([C@@H](C)CO)S(=O)(=O)c2ccc(C#CC3CC3)cc2O[C@H]1CN(C)C(=O)c1ccccn1 | 1.2
C[C@H](O)C#Cc1ccc2c(c1)O[C@H](CN(C)CC1CCOCC1)[C@@H](C)CN([C@H](C)CO)S2(=O)=O | 2.3

# Some values from the entries so far:
# Cc1noc(C)c1NC(=O)N(C)C[C@@H]1Oc2ccc(NC(=O)Nc3ccc4c(c3)OCO4)cc2C(=O)N([C@@H](C)CO)C[C@H]1C in Mtb BioA inh = -2.1
# COCC(=O)Nc1ccc2c(c1)C(=O)N(C)C[C@H](OC)[C@H](C)CN(C)[C@@H](C)CO2 in Mtb BioA inh = -1.8
# CCCNC(=O)C[C@@H]1CC[C@@H]2[C@H](COc3ccc(NC(=O)C4CCOCC4)cc3C(=O)N2C)O1 in Mtb BioA inh = -0.6
